High-throughput results from PubChem BioAssay.
PLCg1 inh: inhibitors of human phospholipase C gamma1; P19174; AID 720700; inhibition, % at 12.2 µM; purified PLC-gamma1, fluorogenic substrate, fluorescence; 370,000 tested, 0.84% active; in the data active means inhibition above about 9.5%
Tn7 DDE FP: disrupts Tn7 cyclic peptide binding to fibrin D-Dimer-E complex. P02675. FP displacement of FITC-Tn7 peptide from fibrin DD(E); 0% = median of compound wells per plate. inhibition, % at 8.3 µM. 370,000 tested, 0.13% active;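 active means inhibition above the mean of compounds falling within the control limits plus 3 SD of them, cut at about 14% in these data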;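 further: 0% = plate median of compound wells and 100% = 10 µM Aha-Tn7 peptide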
Target sequence (P02675 whole entry, looked up): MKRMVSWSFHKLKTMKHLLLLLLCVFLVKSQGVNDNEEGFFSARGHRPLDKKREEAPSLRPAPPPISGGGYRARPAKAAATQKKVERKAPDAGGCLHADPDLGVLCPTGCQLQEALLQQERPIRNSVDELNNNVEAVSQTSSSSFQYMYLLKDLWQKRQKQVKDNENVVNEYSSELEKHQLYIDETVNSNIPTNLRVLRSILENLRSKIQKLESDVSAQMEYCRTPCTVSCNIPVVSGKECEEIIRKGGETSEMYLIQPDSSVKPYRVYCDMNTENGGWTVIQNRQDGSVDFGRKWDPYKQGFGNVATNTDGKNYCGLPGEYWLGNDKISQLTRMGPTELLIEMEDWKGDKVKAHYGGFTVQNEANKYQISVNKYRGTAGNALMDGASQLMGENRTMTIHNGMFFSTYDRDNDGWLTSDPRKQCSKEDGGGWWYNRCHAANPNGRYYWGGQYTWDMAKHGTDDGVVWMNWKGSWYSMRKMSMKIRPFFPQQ
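Assay system: Human fibrin DD(E) protein | Medium: Tris buffer with calcium and detergent, pH 7.8 | Reagent: 0.1 µM fluorescent Tn7 | Compound dosing: Single point at 8.3 µM | Times: 10 min preincubation, 3 h with tracer, room temperature | Detection: Fluorescence polarization of the labelled Tn7 tracer | Controls: Aha-Tn7 high control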
TDP2 absorb: blocks human TDP2 phosphodiesterase activity; 370,000 tested, 0.34% active; recombinant TDP2, T5PNP hydrolysis, p-nitrophenol absorbance 415 nm; inhibition, % at 12.8 µM; AID 720702;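 active means inhibition above the mean of all tested compounds plus 3 SD, set per campaign, cut at about 25% in these data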;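 further: 0% = DMSO with enzyme and 100% = buffer with substrate but no TDP2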
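System – recombinant human TDP2 · Amount – 120 nM TDP2 per well · Buffer or medium – Mg2+-containing Tris-HCl buffer, pH 7.5 · Reagent – T5PNP substrate, 5 mM · Dosing – 12.8 µM single point, 1% DMSO · Incubation – 2 h at 37 °C · Measured by – epi absorbance · Read-out basis – percent inhibition · Benchmarks – high control without enzyme, low control DMSO plus TDP2 · Repeats – singlicate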
SIAE primary: human SIAE inhibition, primary screen; 370,000 tested, 0.69% active; inhibition, % at 9.66 µM; SIAE FP-Rh probe binding, fluorescence polarization; AID 1053197; Q9HAT2;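 active means inhibition above a cutoff: mean of compounds within the control limits plus 3 SD of those, cut at about 17% in these data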;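 further: 0% = plate median of compound wells and 100% = probe without SIAE protein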
DDE Tn6 FP inh: DD(E)-Tn6 binding inhibition, primary FP screen | P02675 | Fibrin DD(E) TRITC-Tn6 fluorescence polarization displacement | inhibition, % at 8.3 µM | 370,000 tested, 0.21% active;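 active means inhibition above a per-campaign cutoff: mean of compounds within control limits plus 3 SD, cut at about 15% in these data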;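 further: 0% = median of all compound wells on the plate and 100% = blocking peptide control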
ARFGAP1 inhibitor: rat ARFGAP1 inhibition; Q62848; Arfgap1-stimulated ARF1 GTP hydrolysis, GDP FP detection; inhibition, % at 16.5 µM; 360,000 tested, 0.26% active; AID 651572;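 active means inhibition above a per-plate limit, mean inhibition of low control wells plus 3 SD, cut at about 25% in these data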;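 further: 0% = DMSO wells with enzyme and 100% = wells lacking Arfgap1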
Target sequence (Q62848 1-136 limits assumed): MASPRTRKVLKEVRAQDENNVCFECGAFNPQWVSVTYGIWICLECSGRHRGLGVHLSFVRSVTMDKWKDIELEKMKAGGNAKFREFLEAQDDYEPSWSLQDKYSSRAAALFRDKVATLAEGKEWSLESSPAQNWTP
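Assay system: purified rat His6-Arfgap1 residues 1-136 (GAP domain); Reagent: human Δ17 ARF1 bound to GTP; Dosing: 16.5 µM single point, 1.26% DMSO; Times: GTP hydrolysis reaction 2 h at 25 °C; Signal: FP, GDP Alexa 633 tracer displaced from anti-GDP antibody, 620/688 nm; Measure: % inhibition from polarization.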
ASAP1 GAP inh: ASAP1 ArfGAP inhibition | Q9ULH1 | ASAP1-stimulated ARF1 GTP hydrolysis, GDP FP detection | inhibition, % at 16.5 µM | 360,000 tested, 0.19% active; in the data active means inhibition above about 25%;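 further: 0% = vehicle with enzyme and substrate and 100% = no enzyme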
PLC-beta3 inh: blocks human PLC-beta3 enzyme activity. Q01970. Purified PLC-beta3, fluorogenic substrate, fluorescence. inhibition, % at 12.2 µM. 370,000 tested, 0.18% active. AID 720704; in the data active means inhibition above about 11%;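 further: 0% = median of compound wells on plate and 100% = full blocker control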
ADAM17 inh: ADAM17 inhibition, QFRET primary screen. P78536. inhibition, % at 6.95 µM. 370,000 tested, 0.83% active. recombinant ADAM17, EDANS/DABCYL FRET peptide cleavage. AID 720648;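 active means inhibition above the mean of compounds lying between control limits plus 3 SD, set per campaign, cut at about 8.5% in these data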;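 further: 0% = DMSO-only wells as the low control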
ADAM10 inh: ADAM10 inhibition, QFRET primary screen; AID 720582; inhibition, % at 7 µM; 370,000 tested, 0.62% active; recombinant ADAM10, EDANS/DABCYL FRET peptide cleavage, 3 h; O14672;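 active means inhibition above a per-campaign cutoff equal to the mean of compounds falling between control-based bounds plus 3 SD, cut at about 20% in these data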;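 further: 0% = DMSO wells while the 100% control is not disclosed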
* = called active by the depositor.

1) O=C(O)c1ccccc1SCC(=O)N1CCc2ccccc21
2) CCOC(=O)c1c(C)[nH]c(O)c1C=Nc1ccc(Cl)cc1
3) CN(C)C(CNC(=O)c1cccc(NS(=O)(=O)c2ccc(Br)cc2)c1)c1ccco1 (configuration not stated)
4) O=C(O)CC1(CC(=O)Nc2ccc3sccc3c2)CCCCC1
5) O=C(O)c1cccc2c1C(=O)c1ccccc1C2=O
6) O=C(C1CC1)N1CCC(Oc2cccc(C(=O)N3CCCCC3CCO)c2)CC1 (configuration not stated)
7) O=C(C1CCCO1)N1CCN(C(=S)Nc2ccc(Cl)c(Cl)c2)CC1 (configuration not stated)
8) COc1cc(NC(=O)c2sc3ncn(CC(=O)N4CCCC(C)C4)c(=O)c3c2C)cc(OC)c1OC (configuration not stated)
9) CC1(C)Cc2nc3oc4c(N5CCOCC5)ncnc4c3cc2CO1
10) CCCCNC(=O)C1C(c2ccc(C(F)(F)F)cc2)=Nc2ccccc2N1C(=O)c1ccc2nc(C)[nH]c2c1 (configuration not stated)
11) O=C(NCCCO)c1cc([N+](=O)[O-])cc2c1C=Cc1ccccc1O2

| assay / compound | 1 | 2 | 3 | 4 | 5 | 6 | 7 | 8 | 9 | 10 | 11 |
| --- | --- | --- | --- | --- | --- | --- | --- | --- | --- | --- | --- |
| PLCg1 inh | 0 | -26 | 3 | -2 | 2 | 2 | 0 | 0 | -6 | -255 | -2 |
| Tn7 DDE FP | -1 | -4 | -5 | 1 | 5 | -2 | 1 | -8 | 2 | -2 | 0 |
| TDP2 absorb | -1 | 5 | -9 | 6 | 7 | -24 | 8 | 10 | 13 | -1 | -16 |
| SIAE primary | 4 | 1 | 2 | 2 | 2 | -1 | -2 | 1 | 1 | -7 | -5 |
| DDE Tn6 FP inh | 10 | 32* | -4 | -3 | 5 | -5 | -4 | 1 | 3 | 1 | 1 |
| ARFGAP1 inhibitor | -7 | 11 | 6 | 5 | -1 | 8 | -12 | -3 | -16 | 6 | -2 |
| ASAP1 GAP inh | -7 | -8 | 8 | -5 | -6 | 15 | -9 | 12 | 1 | 9 | 2 |
| PLC-beta3 inh | -6 | -35 | 1 | -5 | -6 | -5 | 4 | 1 | -8 | -361 | -2 |
| ADAM17 inh | -10 | -5 | 0 | -2 | -6 | -5 | 1 | 0 | -7 | -10 | 1 |
| ADAM10 inh | -11 | -2 | 1 | -10 | 7 | -2 | 0 | -6 | -11 | -68 | -4 |

Structures above that contain a thiophene ring, fused or not, in the order listed:
4) O=C(O)CC1(CC(=O)Nc2ccc3sccc3c2)CCCCC1
8) COc1cc(NC(=O)c2sc3ncn(CC(=O)N4CCCC(C)C4)c(=O)c3c2C)cc(OC)c1OC (configuration not stated)

| assay / compound | 4 | 8 |
| --- | --- | --- |
| PLCg1 inh | -2 | 0 |
| Tn7 DDE FP | 1 | -8 |
| TDP2 absorb | 6 | 10 |
| SIAE primary | 2 | 1 |
| DDE Tn6 FP inh | -3 | 1 |
| ARFGAP1 inhibitor | 5 | -3 |
| ASAP1 GAP inh | -5 | 12 |
| PLC-beta3 inh | -5 | 1 |
| ADAM17 inh | -2 | 0 |
| ADAM10 inh | -10 | -6 |

Whole records from above:
Profile of O=C(C1CCCO1)N1CCN(C(=S)Nc2ccc(Cl)c(Cl)c2)CC1 (configuration not stated) : PLCg1 inh = 0; Tn7 DDE FP = 1; TDP2 absorb = 8; SIAE primary = -2; DDE Tn6 FP inh = -4; ARFGAP1 inhibitor = -12; ASAP1 GAP inh = -9; PLC-beta3 inh = 4; ADAM17 inh = 1; ADAM10 inh = 0
Profile of O=C(C1CC1)N1CCC(Oc2cccc(C(=O)N3CCCCC3CCO)c2)CC1 (configuration not stated) : PLCg1 inh = 2; Tn7 DDE FP = -2; TDP2 absorb = -24; SIAE primary = -1; DDE Tn6 FP inh = -5; ARFGAP1 inhibitor = 8; ASAP1 GAP inh = 15; PLC-beta3 inh = -5; ADAM17 inh = -5; ADAM10 inh = -2
Profile of O=C(O)CC1(CC(=O)Nc2ccc3sccc3c2)CCCCC1 : PLCg1 inh = -2; Tn7 DDE FP = 1; TDP2 absorb = 6; SIAE primary = 2; DDE Tn6 FP inh = -3; ARFGAP1 inhibitor = 5; ASAP1 GAP inh = -5; PLC-beta3 inh = -5; ADAM17 inh = -2; ADAM10 inh = -10
